Screening data deposited in PubChem BioAssay by National Center for Advancing Translational Sciences (NCATS).
aSyn yeast rescue = rescues yeast growth from alpha-synuclein toxicity | S. cerevisiae alpha-synuclein toxicity rescue, BacTiter-Glo growth, 24 h | Potency, µM (doses to about 46.1 µM), inactives show at the top dose growth rescue (activation), most hits filed as activators | 94,000 compounds, 0.02% hits | AID 1347070; active = well fitted activation curve with a large enough effect; inconclusive = small, poorly fitted or top-dose-only effect; also: 0% is about no effect
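Growth restoration measured by BacTiter-Glo luminescence after 24 hr at 30 deg C; alpha-synuclein yeast, raffinose-pregrown to mid-log, were added at OD600=0.02 in galactose medium onto pinned compounds.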
An asterisk follows results filed as active; ? = inconclusive; & = joins results of further samples; [ ] = remark or other dose. Potency is read from the fitted curve at half-maximal effect.

SMILES | aSyn yeast rescue
Cc1coc(=N)n1CC(=O)c1ccc(Cl)cc1 | 7%
CCN(CC)CCn1c(N)nc2ccccc21 | 8%
CC(=O)c1ccc(NC(=S)N(CCCN(C)C)Cc2ccccc2)cc1 | 2%
COc1ccc(C(=O)CCc2ccccc2)c(O)c1 | -6%
CC(C)Cc1nn2c(=O)cc(COC(=O)c3cccc(NC(=O)CCc4ccccc4)c3)nc2s1 | -3%
Fc1cccc(NCCc2c[nH]c3ccccc23)n1 | 13%
Cc1ccc(OC(=O)c2ccc3c(=O)n4c(nc3c2)CCC4)cc1 | 2%
CN(C)c1ccc(C=NCCC2(c3ccccc3)CCOC(C)(C)C2)cc1 (stereo unspecified) | -8%
COc1cccc(CNC(=O)c2cc(-c3ccc(Cl)s3)nc3ccccc23)c1 | 8%
Cc1ccc(-n2nc(C)c3c(C(=O)NCCc4ccccc4)cc(C)nc32)cc1 | -6%
CCCN(CC(=O)Nc1ccccc1OC)C(=O)c1ccc(=O)[nH]c1 | -8%
CC(=NNC(=S)N1CC2CCC(CC2)C1)c1ccccn1 | -70%[inhibitor]
Cc1nn(-c2ccccc2)c(C)c1NC(=O)COC(=O)Cc1ccccc1F | 1%
O=C(C1CCCN(S(=O)(=O)c2ccccc2)C1)N1CCCCCC1 (stereo unspecified) | -6%
O=C(c1ccco1)N1CCN(C(=O)N2CCCC2)CC1 | 4%

Additional entries.
SMILES | aSyn yeast rescue
Cc1nnc(SCCn2c(N3CCCC(C)C3)nc3c2c(=O)n(C)c(=O)n3C)s1 (stereo unspecified) | 1%
CCOC(=O)c1cccc(NC(=O)c2ccc3nc(C(C)C)oc3c2)c1 | -3%
CCN1CCN(C(c2ccccc2F)c2c(O)cc(C)n(CCOC)c2=O)CC1 (stereo unspecified) | 5%
COc1ccc(C(=O)NCc2nnc(SCC(=O)Nc3ccc(F)cc3)n2-c2ccccc2)cc1 | -6%
CS/C(N)=N/N=C/c1cc(Br)cc(Br)c1O | -9%
O=C(Nc1ccc(Cl)cc1)C1CCN(S(=O)(=O)c2ccc(Br)s2)CC1 | 2%
COc1ccc(C(=O)NCC(=O)OCc2c(Cl)cccc2Cl)cc1OC | 9%
CCCCn1c(C2CC(=O)N(c3ccc(OCC)cc3)C2)nc2ccccc21 (stereo unspecified) | 8%
Cc1cccc(C(=O)n2nc(C)c(S(=O)(=O)N3CCOCC3)c2C)c1 | 2%
Cn1cnc2ncnn2c1=S | 1%
Cc1ccc(C)c(N(C)C(=O)C2CCN(S(=O)(=O)c3cccc4nsnc34)CC2)c1 | 1%
CC(=O)Nc1cccc(S(C)(=O)=O)c1 | -11%
CCOC(=O)C1(Cc2cccc(F)c2)CCN(Cc2cn(CC)nc2C)CC1 | 4%
COc1ccccc1-c1ccc([C@@H]2C[C@H]3[C@H](CON3C)CN2C(=O)c2ccc(-c3ccccc3)cc2)cc1 | 12%
COc1ccc(C2CC(=O)c3cc(-c4nc(-c5ccc(Cl)cc5)cs4)c(=O)[nH]c3C2)cc1OC (stereo unspecified) | -11%

Next records
SMILES | aSyn yeast rescue
C[C@H]1CN([C@@H](C)CO)C(=O)CCCn2cc(nn2)CO[C@@H]1CN(C)C(=O)Nc1ccc(C(C)(C)C)cc1 | 1%
COCCNC(=O)c1cnn(-c2ccc(C)cc2C)c1C1CCN(C(=O)OC(C)(C)C)CC1 | 1%
CC(CCC(=O)Nc1nncs1)C(=O)O (stereo unspecified) | 0%
CCCC(=O)NCCCc1nc2ccccc2n1CC | 10%
Cc1cccc(CNC(=O)Cn2ccc3cc(S(=O)(=O)N4CCC(C)CC4)ccc32)c1 | -6%
CCN(CC)S(=O)(=O)c1ccc2c(c1)c(=O)c(C(=O)NCc1ccccc1)cn2C | -7%
CCc1ccc(-n2nc3ccc(NC(=O)c4cc(Cl)c(OC)c(Cl)c4)cc3n2)cc1 | 3%
COC(=O)c1cccc(NC(=S)NCc2ccc(F)cc2)c1 | -7%
N#C/C(=C\c1ccccc1)C(=O)Nc1nncs1 | 8%
O=C(c1ccc(CS(=O)(=O)c2ccc(Br)cc2)o1)N1CCN(c2ccc(F)cc2)CC1 | 0%
CCc1cccc(C)c1NC(=O)CSc1nc2ccccc2nc1Cc1ccccc1 | 2%
CCc1ccc(NCc2cc3cc4c(cc3n(CC(=O)Nc3ccccc3OC)c2=O)OCCO4)cc1 | 3%
CCc1cc2c(SCC(=O)NC(=O)c3cccn3C)ncnc2s1 | 9%
Cc1ccc(-n2nc(C)cc2N)c(C)c1 | -8%
CN(C(=O)COC(=O)c1c[nH]c2ccccc12)c1ccccc1 | 3%

More structures follow:
SMILES | aSyn yeast rescue
COc1cc(NC(=O)c2ccc(-n3cnc4cccnc43)cc2)cc(OC)c1 | -6%
CCCOC(=O)c1c(-c2ccccc2)c(-c2ccccc2)nn(C)c1=O | -29%
CCN(C(=O)CCNC(=O)Cn1cnc2ccccc2c1=O)c1cccc(Cl)c1 | -6%&2%
COc1ccc(/C=C/C(=O)Nc2ccc3nc(N4CCC(C)CC4)cc(C)c3c2)cc1 | -55%[inhibitor]
CCOc1ccc2oc(=O)cc(CN3CCN(Cc4ccc(C)cc4)CC3)c2c1 | -1%
COc1ccc(-n2nc(C(=O)Nc3ccc(Cl)cn3)c3c4ccccc4n(C)c3c2=O)cc1 | -7%
COc1cc(OC)c(NC(=O)n2ncc3cc(Cl)ccc32)cc1Cl | 1%
CC(NC(=O)c1cc(Sc2ccc(F)cc2F)nc2ccccc12)c1ccccc1 (stereo unspecified) | 9%
COc1ccccc1/C=C/C=N/n1c(C)nnc1C | -4%
Cc1ccc2nc(-c3ccc(F)cc3)nc(SCC(=O)NCC3CCCO3)c2c1 (stereo unspecified) | 3%
COCCCNCCOCCOc1ccc(C)cc1Br | 2%
O=[N+]([O-])c1ccc(N(CC2CO2)S(=O)(=O)c2ccccc2)cc1 (stereo unspecified) | -2%
COc1ccc(-c2csc(NNC3=NCCCCC3)n2)cc1 | -27%
Cc1ccc(-c2csc(NC(=O)CCNC(=O)c3ccco3)n2)cc1 | 4%
COc1ccc(Br)c(C(=O)OCC(=O)Nc2cc(C)on2)c1 | 7%

Following part:
SMILES | aSyn yeast rescue
COc1cccc(Nc2nc3cc(Cl)c(Cl)cc3nc2-n2nc(C)cc2C)c1 | -8%
COc1ccc(-c2nc(CSc3nnc(C)n4c3cc3oc(C)cc34)c(C)o2)cc1OC | 4%
Cc1ccc(N2C(=O)CSC23C(=O)N(CC(=O)NC2CCCCC2)c2ccccc23)cc1C (stereo unspecified) | -6%
COC(=O)c1ccc(COC(=O)c2cccnc2Cl)cc1 | 5%
COc1cccc(-n2c(=O)c3c(C)c(C(=O)N(C)C)sc3n(CC(=O)NCCc3ccc(OC)c(OC)c3)c2=O)c1 | -6%
CSCC[C@H](NC(=O)Nc1ccc(OC(F)(F)F)cc1)C(=O)O | -1%
CCOc1ccc(NC(=O)CSc2nc(=O)[nH]c3c2CCC3)cc1 | 2%
O=C(NCCc1ccccc1)c1ccc2c(c1)N(Cc1ccc(Cl)cc1)C(=O)c1ccccc1S2(=O)=O | ?
COc1ccc(CCn2c(=O)c3ccccc3n(CC(=O)Nc3cccc(C)c3)c2=O)cc1OC | -10%
Cc1ccc(CSc2nnc([C@@H](N)C(C)C)o2)cc1 | -5%
CCc1cc(-c2n[nH]c(C)c2-c2nc(C)cs2)c(O)cc1OC | ?
CCN(CC)C(=O)c1sc2c(c1C)c(=O)n(-c1ccc(Cl)c(Cl)c1)c(=O)n2Cc1cc(=O)n2ccccc2n1 | -2%
Cc1noc(C)c1COc1ccccc1C(=O)NC(C)CCc1ccccc1 (stereo unspecified) | 2%
CCOc1ccc(/C=C(\C#N)C(=O)NC2CC2)c(OCC)c1 | -2%
O=C(CSc1oc(-c2ccco2)nc1S(=O)(=O)c1ccccc1)c1ccc(Cl)cc1 | 6%

(listing goes on)
SMILES | aSyn yeast rescue
Cc1cc(C(=O)NNC(=O)Cc2ccc(Cl)c(Cl)c2)c(C)o1 | -6%
O=S(=O)(Nc1ccc(Br)cn1)c1ccc2ccccc2c1 | -3%
CC(=O)N/C(=C\c1ccccc1)C(=O)OCC(=O)c1c(N)n(CC(C)C)c(=O)n(C)c1=O | 0%
COc1ccc(CCNC(=O)CCSCc2ccccc2Cl)cc1OC | 3%
CCOc1ccc(-c2nonc2NC(=O)c2oc3cc(C)c(C)cc3c2C)cc1OCC | 1%
Cc1cc(NC(=O)CCS(=O)(=O)c2cc3c4c(c2)CCN4C(=O)CC3)ccc1Br | -1%
COc1ccc(N2CCN(C(=O)C3CCCN(C(=O)c4cc5sccc5n4C)C3)CC2)cc1 (stereo unspecified) | 2%
COc1ccc(CCNC(=O)CN2c3cccc4cccc(c34)S2(=O)=O)cc1OC | 4%
O=C(c1cc(C2CC2)nn1-c1ccccc1)N1CCN(S(=O)(=O)c2ccccc2F)CC1 | 6%
CN(CC(=O)Nc1ccccc1Cl)C(=O)c1cccc(-n2cccc2)c1 | -5%
COC(=O)C1=C(C)N(c2ccc(Cl)cc2)/C(=C/c2ccc(O)cc2)C1=O | 5%
O=c1cc(-c2ccccc2)c2ccc3c(c2o1)CN(Cc1ccccc1)CO3 | 4%
Cc1ccc(S(=O)(=O)N2C[C@H]3[C@H]4C(=O)N(c5ccccc5)C(=O)[C@H]4C[C@H](OC(=O)NCc4ccco4)[C@@]3(O)C2)cc1 | -6%
CCN(CCCNC(=O)c1cc2c(=O)n(CC)c3ccccc3c2s1)Cc1ccccc1 | 6%
Cc1ccc(O)c(NC(=O)COCc2cc(-c3ccco3)on2)c1 | -22%

Later entries:
SMILES | aSyn yeast rescue
Cc1nn(-c2ccccc2)c2nc(C3CC3)cc(C(=O)Nc3cccc(F)c3)c12 | -18%
CCOc1ccc(CCNC(=O)Cn2ncc3c([nH]c4ccccc43)c2=O)cc1OCC | 2%
CCOC(=O)C1=C(c2ccccc2)NC(=O)NC1c1cc(OC)c(OC)cc1OC (stereo unspecified) | 2%
Cc1noc(C)c1NC(=O)N(C)C[C@@H]1OCc2cn(nn2)CCCC(=O)N([C@H](C)CO)C[C@H]1C | 1%
CN(C)C(=S)SCC(=O)NCc1ccc(F)cc1 | 7%
CCOC(=O)N1Cc2cc3ccccc3nc2C1 | 11%
Cc1ccc(S(=O)(=O)N2N=C3CCCCC3C2(O)C(F)(F)F)cc1 (stereo unspecified) | -3%
CC1CCC(NC(=O)c2ccc3c(c2)N(Cc2cccc(Cl)c2)C(=O)c2ccccc2S3(=O)=O)CC1 (stereo unspecified) | -9%
CCN1CCN(CCCNC(=O)c2ccc3nc(Cc4ccc(OC)cc4)oc3c2)CC1 | -5%
CC(C)c1nnc(NC(=O)C2CC(=O)N(CCc3ccc(F)cc3)C2)s1 (stereo unspecified) | 9%
Cc1nn(C)c(C)c1NS(=O)(=O)c1ccc(OC(F)(F)F)cc1 | 12%
COC(=O)[C@H](CC(C)C)NC(=O)Nc1ccc(F)cc1 | 9%
Clc1ccccc1CNc1nc2ccccc2c2nc(-c3cccnc3)nn12 | -6%
COc1ccc(NC(=S)NNc2ccc([N+](=O)[O-])cc2S(=O)(=O)Nc2ccc(C)cc2C)cc1 | -33%[inhibitor]
O=C(Nc1ccc(O)cc1)c1cccc(S(=O)(=O)N2CCOCC2)c1 | -1%

Reprinted from the listing, 3 compounds:
SMILES | aSyn yeast rescue
Cc1nn(-c2ccccc2)c2nc(C3CC3)cc(C(=O)Nc3cccc(F)c3)c12 | -18%
CCOc1ccc(CCNC(=O)Cn2ncc3c([nH]c4ccccc43)c2=O)cc1OCC | 2%
CCOC(=O)C1=C(c2ccccc2)NC(=O)NC1c1cc(OC)c(OC)cc1OC (stereo unspecified) | 2%

Carrying on:
SMILES | aSyn yeast rescue
O=C(NCc1ccc(Cl)cc1)c1cc(-c2ccc(F)cc2)on1 | -1%
CCc1nc2ccc(C(=O)NCc3ccc(OC)c(OC)c3)cc2nc1CC | 2%
CSc1ccccc1NC(=O)COC(=O)Cc1cccs1 | 0%
O=c1oc2ccccc2cc1-c1nnc(Nc2ccc(Cl)cc2Cl)s1 | -2%
CCOc1ccc(N2CC(c3nc4ccccc4n3CCOc3ccccc3)CC2=O)cc1 (stereo unspecified) | 3%
COc1cccc(NC(=O)Cn2nc(Cc3cccnc3)c3ccccc3c2=O)c1 | 7%
CCc1ccc(C2C(C(=O)Nc3ccccc3)=C(C)Nc3nc(SCC(=O)c4ccc(C)cc4)nn32)cc1 (stereo unspecified) | -6%
O=C(Nc1cccc(F)c1)c1ccc2snnc2c1 | -3%
CN(CC(=O)Nc1cccc(F)c1)C(=O)c1cccnc1Sc1ccc(Cl)cc1 | 3%
Cn1nnnc1SCCNCc1ccccc1OCc1ccccc1F | -1%
CCCN1CCN(C(=O)Cn2c(-c3cccs3)cc3cc(F)ccc32)CC1 | 1%
CCc1ccc(N(C(=O)c2snc(C(N)=O)c2N)C(C(=O)NC2CCCC2)c2ccco2)cc1 (stereo unspecified) | -3%
COc1ccc(/C=C(\NC(=O)c2ccccc2)C(=O)NCCN2CCOCC2)cc1OC | -13%
CCOc1ccccc1N(C(=O)c1snc(C(N)=O)c1N)C(C(=O)NC1CCCC1)c1cccs1 (stereo unspecified) | 3%
O=C(CN(Cc1ccccc1)C(=O)CNS(=O)(=O)c1ccc(F)cc1)NCC1CCCO1 (stereo unspecified) | 3%
O=C(Nc1ccc2c(c1)CCCN2C(=O)c1cccs1)c1ccccc1Cl | -8%

Sorted by SMILES length (low to high): three of the compounds above
SMILES | aSyn yeast rescue
COc1ccc(CCNC(=O)CCSCc2ccccc2Cl)cc1OC | 3%
CCOC(=O)c1cccc(NC(=O)c2ccc3nc(C(C)C)oc3c2)c1 | -3%
COc1ccc(-c2nc(CSc3nnc(C)n4c3cc3oc(C)cc34)c(C)o2)cc1OC | 4%

Some of the compounds tested (hit frequency here may not be typical).
